Source: PubChem BioAssay (National Center for Advancing Translational Sciences (NCATS))
TDP1 cell noCPT: qHTS for Inhibitors of human tyrosyl-DNA phosphodiesterase 1 (TDP1): qHTS in cells in absence of CPT; DT40 Tdp1-/- hTDP1 cells, no CPT, ATP luminescence, 48 h; 420,000 tested, 15% active; AID 686978, 2013; Potency, µM (doses to about 46.2 µM), for inactives: top-dose activity change, negative = growth inhibition, hits mostly inhibitors; further: nearly all actives have a fitted effect of over 55% in size
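Chicken DT40 Tdp1-/- cells complemented with human TDP1, screened without camptothecin (DMSO vehicle only), 400 cells/well. Compounds pin-transferred, cells incubated at 37 °C for at least 48 hr. Growth read as ATP-dependent luminescence (CellTiter-Glo, 30 min at RT).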
DT40 TDP1 CPT: qHTS for Inhibitors of human tyrosyl-DNA phosphodiesterase 1 (TDP1): qHTS in cells in presence of CPT | AID 686979, 2013 | chicken DT40 Tdp1-/-;hTDP1 cells + 20 nM CPT, ATP luminescence, 48 h | Potency, µM (series often up to 46.2 µM), inactives show at the highest dose activity change, negative = growth inhibition, usual class: inhibitors | 420,000 tested, 12% active; further: nearly all actives have a fitted effect of over 55% in size
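Chicken DT40 Tdp1-/- cells complemented with human TDP1, 400 cells/well, exposed to compounds plus 20 nM camptothecin for at least 48 h at 37 C; viability read as ATP content by CellTiter-Glo luminescence.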
GCN5L2 inh: qHTS Assay for Inhibitors of GCN5L2. Histone acetyltransferase KAT2A (Homo sapiens), Q92830. GCN5L2 HAT assay, ThioGlo1 CoA-SH fluorescence. Potency, µM (titrated, usually from 58.9 µM), without a hit: at the top dose activity change, negative = inhibition, most hits filed as inhibitors. 390,000 tested, 0.21% active. AID 504327, 2011
Target sequence (Q92830 whole entry, looked up): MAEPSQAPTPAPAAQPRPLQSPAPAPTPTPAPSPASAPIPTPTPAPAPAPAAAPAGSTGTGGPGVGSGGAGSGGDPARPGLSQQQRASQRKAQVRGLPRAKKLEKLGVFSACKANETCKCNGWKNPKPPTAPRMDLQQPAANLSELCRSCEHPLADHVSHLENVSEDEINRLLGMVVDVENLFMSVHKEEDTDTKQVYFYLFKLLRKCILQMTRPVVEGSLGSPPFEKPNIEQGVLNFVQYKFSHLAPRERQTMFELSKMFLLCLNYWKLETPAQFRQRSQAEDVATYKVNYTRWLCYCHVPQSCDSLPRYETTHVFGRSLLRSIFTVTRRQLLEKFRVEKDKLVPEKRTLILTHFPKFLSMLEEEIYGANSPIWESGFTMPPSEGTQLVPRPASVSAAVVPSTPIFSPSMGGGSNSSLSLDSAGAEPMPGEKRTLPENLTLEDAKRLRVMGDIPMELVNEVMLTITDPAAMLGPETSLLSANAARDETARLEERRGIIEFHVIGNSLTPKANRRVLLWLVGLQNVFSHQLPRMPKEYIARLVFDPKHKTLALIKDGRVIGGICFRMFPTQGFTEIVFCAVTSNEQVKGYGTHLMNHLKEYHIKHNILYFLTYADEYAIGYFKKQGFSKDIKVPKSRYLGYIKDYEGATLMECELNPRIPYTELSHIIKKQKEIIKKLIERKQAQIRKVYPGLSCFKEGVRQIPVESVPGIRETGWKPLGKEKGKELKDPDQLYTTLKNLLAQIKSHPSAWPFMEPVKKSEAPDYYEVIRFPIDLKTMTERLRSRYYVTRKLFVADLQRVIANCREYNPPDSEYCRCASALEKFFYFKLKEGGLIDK
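Titration-based screen in which CoA formation is detected via maleimide probe ThioGlo1 (50uM) turning fluorescent on thiol reaction; substrates H3(1-25) 75uM and acetyl-CoA 70uM, GCN5L2 20nM, 20 min incubation at room temperature.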
Active calls of the source: *; ? = inconclusive; . = no result given; [ ] = dose if it differs, or a comment. The call rests on the fitted dose curve; in most records, active means well fitted curve in the direction sought with a large enough effect; inconclusive means small, poorly fitted or top-dose-only effect, or another doubt; inactive means no such curve, though single readings can be large; an effect the other way counts as inactive or inconclusive. On the % scale 0 is the no-effect control and ±100 the full control effect; potency means the concentration at half of the fitted maximal effect.

SMILES,TDP1 cell noCPT,DT40 TDP1 CPT,GCN5L2 inh
CC(C)(C)c1ccc(C(=O)N2CCC(c3nc(-c4ccc(S(=O)(=O)N5CCCC5)cc4)no3)CC2)cc1,21µM*,?,-1%
Cc1c(C(=O)N(CCC#N)c2ccccc2)sc2nc3n(c(=O)c12)CCCC3,6%,-3%,-1%
CCOC(=O)c1c(C(C)(C)C)oc2ccc(O)cc12,23µM*,21µM*,-20%
CCCN1C(=O)/C(=C/c2ccc(C)s2)SC1=Nc1ccc(OC)cc1,?,?,23%
CC(=O)N(Cc1cccnc1)c1nc2c(C)cc(C)cc2s1,?,?,2%
COc1ccc(Cl)cc1S(=O)(=O)NC(C)C(=O)NCc1cccnc1 (configuration not stated),12%,8%,-2%
CC(C)c1nnc2n1N=C(c1ccc(Cl)cc1)CS2,-13%,-20%,0%
C=C1C(=O)OC2C=C(CO)C3OC3C3OC3(C)CC(OC(=O)/C(=C/C)COC(C)=O)C12 (configuration not stated),1.8µM*,1.3µM*,.
COc1cc(C(=S)N2CCCC2)ccc1O,-14%,-11%,-3%
COC(=O)c1ccccc1NC(=O)CCCn1nc(C)c2sc3ccccc3c2c1=O,?,-19%,-1%
COCCNC(=O)C1CCCN(C(=O)c2ccc3c(c2)C(C)(C)CCC3(C)C)CC1 (configuration not stated),?,13µM*,.
O=C(Nc1ccc(F)cc1F)NC1CCCc2ccccc21 (configuration not stated),-9%,-22%,-12%
Cc1cccc(CN2C(=O)c3ccccc3S(=O)(=O)c3ccc(C(=O)N(C)Cc4ccccc4)cc32)c1,?,16µM*,-9%
CC(=O)c1cn(-c2ccc(Cl)cc2)c(=O)n(Cc2ccc(Br)cc2)c1=O,?,-2%,1%
CCOc1ccc(C(CC(=O)O)NC(=O)Cc2ccccc2)cc1OC (configuration not stated),4%,9%,-16%
Fc1ccccc1CN1CCCC(NC2CCC2)C1 (configuration not stated),0%,-16%,-6%
Cc1ccc(-c2nnn(CC(=O)N(CC(=O)NC3CCCC3)c3ccc(F)c(Cl)c3)n2)o1,?,?,0%
COc1ccccc1-c1cc(N)n(S(=O)(=O)c2ccc(F)c(C)c2)n1,-17%,-25%,1%
Cc1[nH][nH]c(=O)c1N=Nc1ccccc1,-6%,-1%,-4%
Cc1cc(C)n(C(N)=NC(=O)c2ccc([N+](=O)[O-])cc2)n1,-22%,6%,-13%
COc1ccc(S(=O)(=O)N2CCSCC2)cc1,11%,-3%,-4%
Cc1cc(C)cc(NC(=O)CCc2c(C)nc3nc(CNC(=O)c4cccc(F)c4)nn3c2C)c1,?,?,-6%
Cc1ccc(NC(=O)c2ccccc2SCC(=O)N2CCCC2)cc1S(=O)(=O)N(C)C,-12%,-6%,0%
Cc1ccc(-n2c(SCc3nc(-c4ccccc4C)no3)nnc2-c2ccncc2)cc1C,21µM*,23µM*,-20%
CC(C)CC(=O)Nc1ccc(C(=O)CN2CCC(C)CC2)cc1,-25%,3%,-8%
COc1ccc2c(CNC3CCCCCC3)c(C(=O)O)n(Cc3ccc(C)cc3)c2c1,?,26µM*,0%
Fc1cccc(Cl)c1CSc1nnc2ccccn12,8%,13%,-5%
O=C(COCc1ccccc1)N[C@@H]1c2ccccc2CC[C@@H]1OCc1ccccc1,?,?,-7%
COc1ccc(N(CC(=O)NC2CCCCC2C)S(=O)(=O)c2c(C)nn(C)c2C)cc1 (configuration not stated),-29%,-9%,-11%
CCOC(=O)C1(CCCc2ccccc2)CCN(C2CCN(C(C)=O)CC2)CC1,?,?,-5%
O=C(Nc1ccc(Cl)cc1)OCc1cn(-c2ccc(Cl)cc2)nn1,-20%,-13%,0%
Cc1ccnc(NS(=O)(=O)c2ccc(NC(=O)Cc3ccccc3)cc2)n1,-1%,5%,-1%
CN1N=C(C(C)(C)C)CSC1=Nc1ccc(F)cc1,?,-16%,-1%
CCCS(=O)(=O)c1nc(S(=O)(=O)c2ccc(Cl)cc2)c(N2CCC(O)CC2)s1,-6%,-12%,-7%
COc1cc(Cn2c(=O)oc3ccc(C)cc32)ccc1OCCC(C)C,?,?,-15%
CN(C)c1ccc(CNc2ccc3c(c2)ncn3C)cc1,23µM*,15µM*,-3%
COc1ccccc1/C=N/n1cnnc1,15%,1%,2%
Cc1ccc(C(=O)Oc2coc(CSc3nnc(NC(=O)c4cccs4)s3)cc2=O)cc1,-4%,-1%,-22%
CCOc1ccc(-c2nonc2NC(=O)c2oc3ccc(Cl)cc3c2C)cc1,0.92µM*,0.92µM*,-11%
N#C/C(=C1/SC[C@@H](c2ccc(Cl)cc2Cl)S1)n1ccnc1,6µM*,4.7µM*,.
CC(C)C[C@H]1CNC(=S)N1CC1CCCN1C[C@H](Cc1ccccc1)N1C[C@H](Cc2ccc(O)cc2)N(CC2CCCCC2)C1=S (some centres not stated),?,?,.
Cc1ccc(OCc2nc(-c3ccc(C(=O)NCCc4ccc(S(N)(=O)=O)cc4)cc3)oc2C)cc1,23µM*,15µM*,-16%
O=S(=O)(c1ccccc1)c1nc(-c2ccco2)oc1NCc1ccccc1,-16%,-10%,-7%
CC(C)(C)N1C(=O)[C@H]2[C@@H](c3ccc(Br)cc3)N3C(=O)N(c4ccccc4)C(=O)[C@@]3(Cc3ccccc3)[C@H]2C1=O,?,?,-7%
COc1ccc(-n2cc(-c3ccccc3)nc2SCC(=O)Nc2ccccc2)cc1Cl,?,?,-3%
C=C1C=C(C(F)F)n2ncc(C(=O)NCc3ccc(OC)c(OC)c3)c2N1,?,?,.
COc1ccc(-c2nnc(C3CCN(S(=O)(=O)c4ccc(C)c(C)c4)CC3)o2)cc1,26µM*,?,1%
COc1ccccc1CNC(=O)c1ccc(C)c(-n2cnc3cccnc32)c1,?,?,-3%
CN(CC(=O)NCCc1ccc(F)cc1)Cc1ccc(Br)cc1,?,-6%,0%
COc1ccc(S(=O)(=O)N(Cc2cc3cc(C)ccc3[nH]c2=O)CC2CCCO2)cc1 (configuration not stated),21µM*,?,0%
CCOc1ccc(NC(=O)CSc2nc(N3CCOCC3)nc(N3CCOCC3)n2)cc1,-7%,3%,1%
O=C(CSc1nccn1Cc1ccccc1)Nc1ccc2c(c1)OCO2,-1%,?,11%
O=C(c1cccnc1)C1CCCN(Cc2ccc3c(c2)CN(C(=O)c2cnccn2)CCO3)C1 (configuration not stated),-17%,24%[9.04 µM],.
CC1(C)NC(=O)N(CC(=O)OCC(=O)c2ccc(Cl)s2)C1=O,-5%,-3%,0%
O=C(COC(=O)c1ccc(CO)cc1)Nc1ccc2ccccc2c1,15%,1%,0%
Cc1ccc(Cn2nnc3c(=O)[nH]c(C(=O)NCc4ccco4)nc32)cc1,?,?,-5%
COc1ccc(OC)c(Nc2nc(NCc3ccco3)c3ccccc3n2)c1,23µM*,?,-2%
O=S(=O)(c1ccccc1)N(Cc1nc(-c2ccccc2)no1)C1CCCCC1,21µM*,?,-16%
COc1ccc(NS(=O)(=O)c2cccc(C(=O)N3CCCCCCC3)c2)cc1,15µM*,?,-2%
COc1ccc2oc(CS(=O)c3ccccc3)c(C(=O)O)c2c1 (configuration not stated),-2%,-2%,-2%

An excerpt from above with just DT40 TDP1 CPT:
mol	DT40 TDP1 CPT
COCCNC(=O)C1CCCN(C(=O)c2ccc3c(c2)C(C)(C)CCC3(C)C)CC1 (configuration not stated)	13µM*
O=C(Nc1ccc(Cl)cc1)OCc1cn(-c2ccc(Cl)cc2)nn1	-13%
O=S(=O)(c1ccccc1)N(Cc1nc(-c2ccccc2)no1)C1CCCCC1	?
Cc1cc(C)cc(NC(=O)CCc2c(C)nc3nc(CNC(=O)c4cccc(F)c4)nn3c2C)c1	?
Cc1ccc(NC(=O)c2ccccc2SCC(=O)N2CCCC2)cc1S(=O)(=O)N(C)C	-6%
CC(C)(C)c1ccc(C(=O)N2CCC(c3nc(-c4ccc(S(=O)(=O)N5CCCC5)cc4)no3)CC2)cc1	?
O=C(COCc1ccccc1)N[C@@H]1c2ccccc2CC[C@@H]1OCc1ccccc1	?

New compounds follow.
SMILES,TDP1 cell noCPT,DT40 TDP1 CPT,GCN5L2 inh
CC(C)(C)S(=O)(=O)N1C[C@H]2CC/C=C\C/C=C\2[C@@H]1CCO,13µM*,21µM*,.
C[C@H](CO)N1C[C@H](C)[C@@H](CN(C)C(=O)Cc2ccccc2)OCc2cnnn2CCCC1=O,?,-28%,.
Cc1ccc(/C=C2\Oc3cc(OC(=O)N4CCOCC4)ccc3C2=O)cc1,-10%,7%,-5%
O=C(O)c1ccc(C(=O)O)c(C(=O)c2ccc(NC(=O)c3ccccc3)cc2)c1,16%,-10%,-9%
CCOc1ccc(NC(=S)N2CCN(CCN3C(=O)c4cccc5cccc(c45)C3=O)CC2)cc1,26µM*,?,-2%
CCOC(=O)[C@H]1[C@H]2COc3cc(OC)ccc3[C@@H]2N2C(=O)CN(Cc3ccco3)C(=O)[C@@]12C,-1%,-26%,-1%
CC(=O)Nc1cccc(OC(=O)N2CCOCC2)c1,8%,14%,3%
CCN(CC(=O)Nc1ccc(OC)cc1)C(=O)c1ccc([N+](=O)[O-])cc1,?,?,-4%
CCCCSc1nnc(CCNC(=O)OC(C)(C)C)o1,6%,8%,0%
COc1ccc(C2CC(c3ccccc3)=NN2S(=O)(=O)c2ccc(C)cc2)c(OC)c1 (configuration not stated),7.3µM*,8.2µM*,-7%
CC(=O)CC(C)(C)Nc1nc2ccc([N+](=O)[O-])cc2o1,-16%,0%,-4%
c1ccc(CSCc2ccccc2)cc1,-4%,?,-3%

Overlap with the part before: three entries, then new ones.
SMILES,TDP1 cell noCPT,DT40 TDP1 CPT,GCN5L2 inh
COc1ccc(C2CC(c3ccccc3)=NN2S(=O)(=O)c2ccc(C)cc2)c(OC)c1 (configuration not stated),7.3µM*,8.2µM*,-7%
CC(=O)CC(C)(C)Nc1nc2ccc([N+](=O)[O-])cc2o1,-16%,0%,-4%
c1ccc(CSCc2ccccc2)cc1,-4%,?,-3%
COc1ccc(S(=O)(=O)N2CCOCC2)cc1NC(=O)/C=C/c1ccccc1,-19%,-22%,?
O=C(O)c1ccc2c(=O)n(-c3ccccc3)c(=S)[nH]c2c1,0%,-1%,-25%
Cc1ccc(S(=O)(=O)C(C#N)c2nc3ccccc3nc2N2CCN(C)CC2)cc1 (configuration not stated),8%,1%,-2%
CCc1cc(C(=O)Nc2cc(S(=O)(=O)N3CCOCC3)ccc2N2CCN(CC)CC2)sc1C,-3%,-13%,.
Cc1ccc2nsnc2c1S(=O)(=O)N(Cc1ccco1)Cc1cc2ccc(C)c(C)c2[nH]c1=O,?,6%,-17%
CC(C)(C)C1=CC(=Nc2ccccc2N)C=C(C(C)(C)C)C1=O,?,?,-2%
CCOc1ccc2nc(N3CCCC(C(=O)Nc4ccc(Br)c(C)c4)C3)sc2c1 (configuration not stated),?,?,-2%
COc1ccc(Cl)cc1NC(=O)CCN1CCN(C)CC1,-15%,-14%,-2%
Nc1nc(-c2ccccc2)nn1C(=O)c1ccco1,1%,8%,-11%
FC(F)(F)c1cccc(-c2ccc(/C=N/Nc3nncc(-c4ccccc4)n3)o2)c1,9.2µM*,?,-1%
CN(C)CCCNC(=O)C(=O)NCC(c1ccc2c(c1)OCO2)N1CCOCC1 (configuration not stated),-21%,6%,4%
COc1ccc(NC(=O)CCCNC(=O)Cn2cnc3sc4c(c3c2=O)CCCC4)cc1OC,1%,3%,0%
Cc1cccc(C(=O)NNC(=O)c2cccc(C)c2)c1,1%,1%,0%
CCC(=O)N1N=C(c2ccc(NS(=O)(=O)CC)cc2)CC1c1ccc(C)cc1 (configuration not stated),?,?,-9%
Cc1ccc(N(CC(=O)NC2CCCC2)C(=O)CNC(=O)c2cccs2)cc1F,-3%,2%,-1%
O=C(CN(c1ccccc1)S(=O)(=O)c1ccccc1)NCCSc1ccccn1,-3%,1%,-1%
CCC(=O)N1CC23C=CC(CC2CC12CCCCC2)O3 (configuration not stated),1%,-18%,-3%
CCC(C)(C)NC(=O)c1ccc(S(=O)(=O)N(C)c2ccccc2OC)cc1,-11%,-20%,.
CC(C)c1nc2oc3c(=O)[nH]cnc3c2c2c1CCC2,-7%,-4%,-3%
Nc1c(C(=O)NCCN2CCOCC2)c2nc3ccccc3nc2n1CCc1ccccc1,21µM*,?,-29%
